# High-throughput results deposited in PubChem BioAssay by several laboratories.
# CAL PDZ FP-1: CAL PDZ peptide-binding inhibitors, primary screen, biochemical, fluorescence polarization, Cer-tagged CAL PDZ, HTS; inhibition, % at 20 µM; 330,000 compounds, 0.02% hits; purified CAL PDZ, TMR-peptide fluorescence polarization, 1 h; AID 504414, 2011;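 active means highest replicate inhibition of at least 40%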;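 further: plate controls were DMSO neutral control wells for no effect and unlabeled competitor peptide control wells for full effect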
#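 Read-out basis: mP drop reported as inhibition | Assay system: Tagged CAL PDZ protein CerCALP, purified | Benchmarks: Unlabelled peptide for full inhibition, DMSO wells as neutral | Schedule: 1 h incubation at room temperature before polarization reading | Buffer or medium: Sodium phosphate/NaCl buffer pH 7.4 with TCEP, IgG, Thesit | Doses: Single point, 20 µM | Measured by: Fluorescence polarization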
# V-ATPase pHluor: regulators of yeast V-ATPase proton pumping, primary screen, pHLuorin cytosolic pH fluorescence; 350,000 compounds, 0.37% hits; response, % at 10 µM; S. cerevisiae; AID 504577, 2011; in the data active means response mostly above about 7.3%, no sharp cut-off; inactive means mostly below about 5.4%; further: actives read high; inactives centre near 0; some compounds called inactive have numbers as strong as hits
# CAL PDZ FP-2: untagged CAL PDZ binding inhibitors, primary screen, biochemical, fluorescence polarization, HTS | Golgi-associated PDZ and coiled-coil motif-containing protein (Homo sapiens), Q9HD26 | purified CAL PDZ, TMR-peptide fluorescence polarization, 1 h | inhibition, % at 24.9 µM | 300,000 compounds, 0.92% hits | AID 602252, 2012;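 active means mean inhibition of at least 30% with at least half of replicates also reaching 30%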;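 further: 0% = DMSO neutral control and 100% = excess unlabeled competitor peptide PRC23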
# DAGLB inh: DAGLB lipase inhibitors, primary screen, biochemical, fluorescence, HTS | Diacylglycerol lipase-beta (Homo sapiens), Q8NCG7 | HEK293T DAGLB membrane lysate, EnzChek fluorogenic substrate | inhibition, % at 5.17 µM | 340,000 compounds, 0.059% hits | AID 504411, 2011; in the data active means inhibition above about 34%;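 further: 0% = enzyme with vehicle and 100% = wells lacking enzyme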
# Arrestin-AP2 inh: inhibitors of beta-arrestin/AP2 binding, primary screen, biochemical, GPCR trafficking, flow cytometry | inhibition, % at 10 µM | AID 504490, 2011 | 340,000 compounds, 0.31% hits | FITC-arrestin peptide / GST-AP2 beads; AP2 beta2 appendage carries R879A mutation;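 active means inhibition above a set limit, near 3 SD of compounds lacking own fluorescence, cut at about 54% in these data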;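 further: plate controls were DMSO wells for no effect and 5 µM unlabelled arrestin peptide for full effect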
#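 Material – AP2 appendage R879A on GSH beads · Buffer or medium – PBS with 0.05% Tween 20 and 0.1% BSA · Probe or stimulus – fluorescein-tagged arrestin peptide at 50 nM final · Incubation – compound with beads 12 min RT, then probe 1 h RT · Detection – high-throughput flow cytometry of beads, ex 488, em 535 nm · Evaluation – percent response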
# DSG3 Ab inh: inhibitors of pemphigus antibody binding to DSG3, primary screen, biochemical, bead-based, flow cytometry, scFv-GFP | DSG3-coupled beads, scFv-anti-DSG3-GFP binding; active compounds read low | binding (percent of control), % at 10 µM | 310,000 compounds, 0.48% hits;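 active means binding more than 3 SD below its plate's average and above zero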;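 further: hits lower antibody fragment binding to DSG3; some compounds called inactive have numbers as strong as hits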
# LANA DNA inh: inhibitors of KSHV C-LANA binding to DNA, primary screen, biochemical, fluorescence polarization, FAM-LBS DNA, MBP-C-LANA, single point; inhibition, % at 9 µM; 340,000 compounds, 0.078% hits; AID 504423, 2011;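 active means highest replicate inhibition at or above 60% at 9 µM, even if other replicates fall short; inactive means all replicates below 60% inhibition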;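 further: 0% = neutral control wells and 100% = 4 µM acridine orange control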
# Keap1-Nrf2 PPI: Keap1-Nrf2 protein-protein interaction inhibitors, primary screen, biochemical, fluorescence polarization, single point; Kelch-like ECH-associated protein 1 (Homo sapiens), Q14145; Keap1 Kelch-Nrf2 peptide fluorescence polarization, 1536-well; inhibition, % at 9.4 µM; 340,000 compounds, 0.15% hits; in the data active means inhibition above about 12%;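 further: human Keap1 Kelch domain with fluorescein labeled Nrf2 9mer peptide probe; 0% = neutral control wells and 100% = peptide positive control; higher means more block of Keap1 binding to Nrf2 peptide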
# NSD2 inh: NSD2 histone methyltransferase inhibitors, primary screen, biochemical, AlphaScreen, single concentration, set 2; inhibition, % at 12.5 µM; AID 743445, 2014; NSD2 peptide methylation, 120 min; 310,000 compounds, 0.54% hits; in the data active means inhibition above about 50%
# Cardiac RTF inh: cardiac RTF calcium sensitivity inhibitors, primary screen, biochemical, IANBD-TnC fluorescence, EC70 calcium. 340,000 compounds, 0.12% hits. Troponin I, cardiac muscle (Homo sapiens) + Troponin T, cardiac muscle (Homo sapiens) + …. inhibition, % at 7.15 µM. AID 493244, 2011. IANBD-labeled cardiac RTF, Ca2+ fluorescence;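 active means inhibition above the mean inhibition of all tested compounds plus 3 SD, cut at about 17% in these data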;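 further: assay run at fixed EC70 calcium of 1.6 mM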
# Starred values were filed as active, the others as inactive; nt = not tested or not shown. The list is partial. The share of hits here may be higher or lower than overall.
# Under each structure: CAL PDZ FP-1	V-ATPase pHluor	CAL PDZ FP-2	DAGLB inh	Arrestin-AP2 inh	DSG3 Ab inh	LANA DNA inh	Keap1-Nrf2 PPI	NSD2 inh	Cardiac RTF inh
1) Cc1cccc(C)c1NC(=O)C(=O)NCCCN1CCOCC1
    -0.6	-1	-2	-1	20	111	0.0	1	-2	-3
2) O=C(c1ccccc1NS(=O)(=O)c1cccs1)N1CCOCC1
    -2.1	2	0	0	0	95	1.2	-4	1	0
3) CC1(C)C(=O)N(CCN2CCC(C(=O)c3ccc(F)cc3)CC2)c2ccccc21
    -0.5	-3	-1	-3	21	104	0.6	1	nt	6
4) O=C(Cn1c(=O)cnc2ccccc21)Nc1cccc(S(=O)(=O)N2CCCCC2)c1
    -0.3	-2	6	-3	-29	104	6.9	-1	0	2
5) CC(C)CCn1nc(C(=O)OCC(=O)NC(C)c2ccccc2)c2ccccc2c1=O (centres undefined)
    nt	1	nt	-6	nt	107	nt	nt	0	nt
6) CC(=O)Nc1ccc(NC(=O)CCc2nc3ccccc3c(=O)[nH]2)cc1
    -2.2	-1	-36	0	-2	96	-0.1	0	1	-25
7) O=C(Nc1ccc(S(=O)(=O)NC2=NCCCCC2)cc1)c1cccc(OC(F)F)c1
    nt	-1	nt	2	nt	108	nt	nt	2	nt
8) N=c1n(Cc2ccccc2)c2ccccc2n1CC(O)COc1ccc(Cl)cc1Cl (centres undefined)
    nt	-6	-4	2	-8	104	-0.7	2	2	-8
9) O=C(Nc1ccc([N+](=O)[O-])cc1)C1COc2ccccc2O1 (centres undefined)
    -1.1	-2	3	-6	35	111	0.1	-1	3	2
10) CCCCCCCCCOC1OC(CO)C(O)C(O)C1NC(C)=O (centres undefined)
    -2.0	4	-4	0	-10	85	1.0	-3	-4	2
11) Cc1ccc(CC(=O)OCC(=O)c2ccc[nH]2)cc1C
    -1.0	3	-6	-1	3	111	1.2	0	2	1
12) COc1ccc(OC)c(Nc2ncnc3sccc23)c1
    -1.0	-1	-4	0	-6	85	-1.3	9	-1	-9
13) Cc1ccc2c(CSc3nc4nc(C)cc(C)n4n3)cc(=O)oc2c1
    -0.8	3	-3	0	-4	103	-1.6	-5	-14	5
14) Cc1ccc(NC(=O)Nc2ccc3c(c2)OCO3)c(OC(F)F)c1
    -1.5	0	0	-5	27	103	0.4	-1	-1	1
15) Cc1ccc(N2CC(C(=O)Nc3cc(C)ccc3F)CC2=O)cc1 (centres undefined)
    -1.2	-1	3	-4	0	103	0.5	-6	nt	-6
16) C#CCn1c(=NC(=O)CN2C(=O)CCC2=O)sc2cccc(C)c21
    -2.2	-1	nt	-1	24	100	-1.8	-3	nt	-2
17) Cc1cc(/C=C(/C#N)C(=O)Nc2ccc(Cl)cc2)c(C)n1-c1cccnc1
    -0.5	7	-3	-2	5	86	4.3	-2	-2	-8
18) COc1ccc(Cl)cc1N(CC(=O)Nc1ccc2c(c1)OCCO2)S(C)(=O)=O
    -1.5	-1	-6	-2	7	94	-1.7	0	-1	-8
19) Cc1ccc(N=C(N(C)C)P(=O)(N(C)C)N(C)C)c(C)c1
    -1.7	2	-1	-3	3	104	-0.8	-1	0	-5
20) O=C(Nc1cccc(-c2cccc(F)c2)c1)C1CCN(C2CCOCC2)CC1
    -4.0	-3	-3	1	2	107	-1.6	-2	17	-6

# Under each structure: CAL PDZ FP-1	V-ATPase pHluor	CAL PDZ FP-2	DAGLB inh	Arrestin-AP2 inh	DSG3 Ab inh	LANA DNA inh	Keap1-Nrf2 PPI	NSD2 inh	Cardiac RTF inh
21) NC(=O)CSc1oc(-c2cccs2)nc1S(=O)(=O)c1ccccc1
    -0.9	-3	nt	1	-7	107	1.4	0	nt	-5
22) Cc1cccc(C)c1Nc1nnc(SCC(=O)NCc2cccs2)s1
    -2.0	1	-5	1	-4	105	0.4	-3	-2	-7
23) Cc1ccccc1COC(=O)CCCC1=NS(=O)(=O)c2ccccc2N1
    -2.8	1	-3	0	-7	93	0.6	2	5	1
24) CC(C)NC(=O)C1CC(=O)N(c2ccc(F)c(Cl)c2)C1 (centres undefined)
    -0.6	-2	1	-2	11	109	-0.4	-2	-1	-11
25) CCn1cnc2c1c(=O)n(CC(=O)Nc1ccc(C(N)=O)cc1)c(=O)n2Cc1ccccc1
    -2.6	3	0	-2	-8	91	-1.3	1	nt	-8
26) C=CCc1cccc(CNc2nc3ccccc3n2C(C)C)c1O
    -2.9	-1	nt	-2	-3	99	2.1	3	1	-7
27) CC12CCC(C(=O)NC3CCCCC3)([C@H](Br)C1=O)C2(C)C (some centres undefined)
    -0.3	-1	-2	0	27	nt	0.0	-4	-2	-3
28) CCN1C(=O)N[C@@H](CCc2ccccc2)C(C(=O)OC)=C1C
    0.8	-1	-5	-2	3	105	0.2	0	nt	-10
29) O=C(c1cc2ccccc2o1)N1CCCC1
    1.1	1	-1	-2	9	92	-1.0	-1	-2	6
30) COc1ccc(CNC(=S)Nc2ccccc2)cc1Cl
    0.4	-11	-2	-3	-3	107	nt	10	-5	-5
31) COC(=O)c1ccc(COC(=O)c2ccc(S(=O)(=O)N3CCC(C)CC3)cc2)o1
    0.6	-4	-3	-1	24	nt	2.5	-1	-1	2
32) COc1ccc2ccc(OCC(=O)NCC3CCCO3)cc2c1 (centres undefined)
    -0.3	5	nt	2	36	nt	-0.2	-4	4	1
33) CCOc1ccc(/C(C)=N/NC(=O)Cn2nc([N+](=O)[O-])cc2C)cc1
    -0.2	0	-3	-4	-8	101	0.7	1	-1	-5
34) CCc1ccccc1OCC(=O)Nc1cc(S(=O)(=O)N2CCOCC2)ccc1N1CCCCC1
    0.4	3	nt	-2	-3	82	-0.2	-1	-1	-9
35) COc1ccc(-c2ccc3nnc(SCC(=O)NCC4CCCO4)n3n2)cc1 (centres undefined)
    -0.5	-2	5	0	21	100	0.0	5	0	-6
36) Cc1nc(CN(C)Cc2nc(Cc3cccc(F)c3)no2)cs1
    0.6	2	-2	-1	12	103	0.2	2	-2	5
37) CC(C)c1[nH]nc2c1C(c1cccnc1)C(C#N)=C(N)O2 (centres undefined)
    -2.3	-2	nt	2	-7	94	-1.0	-4	1	-5
38) Cc1nn(CC(=O)Nc2ccc(C(C)C)cc2)c(C)c1[N+](=O)[O-]
    -2.3	6	0	-3	2	87	0.4	-1	-4	1
39) CCC(CC)C(=O)N1CCN(c2cccc(C)c2C)CC1
    -1.2	2	-2	-6	-7	101	0.7	-1	-1	-2
40) CCCNC(=O)c1ccc(N2CCC3(CC2)CC(c2ccccc2)=NO3)c(N)c1
    0.2	3	-1	3	4	107	-0.3	2	nt	-1

# Under each structure: CAL PDZ FP-1	V-ATPase pHluor	CAL PDZ FP-2	DAGLB inh	Arrestin-AP2 inh	DSG3 Ab inh	LANA DNA inh	Keap1-Nrf2 PPI	NSD2 inh	Cardiac RTF inh
41) COc1ccc(NC(=O)Nc2ccc(OC)c(OC)c2)c([N+](=O)[O-])c1
    0.1	-3	-1	10	5	116	-0.1	-5	-1	1
42) O=C(CCNS(=O)(=O)c1ccc(Cl)cc1)N1CCOCC1
    -1.1	-4	-2	2	4	107	-0.1	-2	-1	0
43) O=C(CSc1nnc2scc(-c3ccccc3)n12)NCC1CCCO1 (centres undefined)
    -1.2	6	nt	-2	-3	101	-0.2	-2	-1	-2
44) CCCCCCCCCCCCN1[C@@H](CC(=O)OC)c2cc(F)ccc2S1(=O)=O
    -0.5	6	6	-7	5	103	0.4	7	nt	2
45) COc1c2c(nc3occc13)C(CC=C(C)C)(OC)C(=O)C=C2 (centres undefined)
    -0.5	-4	-8	-1	33	99	-0.6	-4	-2	-8
46) O=c1[nH]c2cc3c(cc2cc1CN(CCN1CCOCC1)C(=S)NCC1CCCO1)OCO3 (centres undefined)
    0.4	5	nt	0	10	101	-0.1	-2	2	5
47) COc1cc(OC)c(C(=O)Nc2ccccc2-c2ccccc2)cc1OC
    -0.3	2	nt	-4	4	109	1.8	3	-3	5
48) O=C(CN1CCN(S(=O)(=O)c2ccc(Br)cc2)CC1)Nc1ccc(F)cc1
    0.0	-1	2	-2	-14	95	3.5	-4	2	-16
49) N#CCC(=O)Nc1ccc(C(=O)OCC(=O)c2ccc3c(c2)OCCO3)cc1
    -1.0	-2	nt	-2	36	100	-0.5	-4	-3	11
50) CC(c1ccco1)N(C(=O)c1ccccc1F)c1ccccn1 (centres undefined)
    -1.6	-2	-8	-1	9	82	0.4	-1	3	-1
51) CC(=O)c1ccc(NC(=S)N2CCCC2)cc1
    -0.7	-2	-1	-1	3	103	-0.5	-6	0	1
52) CC12CCC(=O)N1C(C(=O)Nc1ccc(S(=O)(=O)N3CCCCC3)cc1)CS2 (centres undefined)
    -0.3	-1	nt	-1	-4	99	-1.4	0	1	-16
53) CC(C)=CCC/C(C)=C/COc1ccc2ccc(=O)oc2c1
    0.7	-2	-2	-12	2	109	-0.8	0	nt	-1
54) CC(C)NC(=O)NC(=O)COc1ccc(Br)cc1Br
    -2.9	-3	-3	-2	nt	114	-0.6	-7	-1	-30
55) CC1(CCc2ccc(O)cc2)NC(=O)NC1=O (centres undefined)
    -0.4	1	0	-1	-8	105	0.4	-4	-1	3
56) COc1cc2c(cc1OC)CN(C(=S)Nc1ccccc1Cl)CC2
    nt	-1	68*	1	-7	107	-0.4	-3	0	-2
57) COc1ccc(CN2CCC(C(=O)Nc3ccc(Oc4cccnc4)cc3)CC2)c(C)c1C
    -1.4	-2	-1	-2	18	107	-2.4	0	-2	-2
58) N#Cc1cc2c(nc1SCc1ccccc1)CCCC2
    -3.0	1	6	-3	6	83	-0.2	-1	-2	-10
59) NS(=O)(=O)c1ccc(CNC(=O)COc2ccc3c4c(c(=O)oc3c2)CCCC4)cc1
    -3.1	0	1	-3	2	87	-1.3	-3	-6	7
60) CCCNC(=O)Cn1cnc2sc(C(=O)N3CCN(c4ccc(F)cc4)CC3)c(C)c2c1=O
    -0.6	2	-4	0	-11	124	-1.0	1	-3	-4
61) Cc1ccc(S(=O)(=O)N2CCN(CC(=O)NC(=O)NCc3ccco3)CC2)cc1C
    -1.1	0	-2	1	9	94	-0.5	-1	2	-8
62) CC(C)(C)CC(=O)Nc1nnc(SCC(=O)NC2CCCC2)s1
    -2.8	-2	-5	-1	2	99	-0.2	-6	-6	7
